Screening data from PubChem.
SRC3 TRFRET art = TR-FRET artefact, counter-screen to PPARgamma/SRC-3 agonist assay; PPARgamma/SRC-3 format; stronger effect = higher value; hit rate 0.39% among 99,000; TR-FRET ratio at 8 µM; in the data active means TR-FRET ratio above about 2000; further: inactives centre near 1600; reference of the scale not given here
SRC1 TRFRET art = flags TR-FRET format artefacts in PPARgamma SRC-1 recruitment agonist screen; TR-FRET ratio at 8 µM; TR-FRET detection artefact counter-screen, emission ratio; stronger effect = higher value; hit rate 0.34% among 99,000; in the data active means TR-FRET ratio above about 2300; further: inactives centre near 1800; reference of the scale not given here
* marks the source's active call; other numbers are inactive results.

SMILES | SRC3 TRFRET art | SRC1 TRFRET art
COc1cc(/C=N/NC(=O)CNc2n[nH]c(=O)[nH]c2=O)ccc1O | 1668 | 1708
CCCN(Cc1ccccc1)C(=S)Nc1cccc(C(F)(F)F)c1 | 1595 | 1775
CCOC(=O)C1CCN(CCC(=O)Nc2ccc(C)cc2)CC1 | 1504 | 1842
O=C(NCCc1ccccc1)C1CCN(c2ncccn2)CC1 | 1647 | 1799
Cc1nc2cc(N=NC3=C(O)CCCC3=O)ccc2s1 | 1506 | 1922
COc1ccc(C)cc1S(=O)(=O)Nc1ccc2c(c1)OCO2 | 1615 | 1959
O=C(COC(=O)CCCOc1ccc(Cl)cc1Cl)Nc1cccc(Cl)c1 | 1301 | 1574
C#CC(CC)(CC)NC(=O)c1ccc(Br)s1 | 1740 | 1730
CC(Sc1nc(NC(C)(C)C)nc(N(C)C)n1)C(=O)Nc1ccccc1 (stereo unspecified) | 1660 | 1764
COc1ccc2cc(-c3[nH]ncc3CN3C[C@@H]4CCC[C@H]3C4)ccc2c1 | 1811 | 1940
O=C(NCc1ccc2c(c1)OCO2)c1cc2c(s1)CS(=O)(=O)C2 | 1760 | 1870
CSc1ccc(S(=O)(=O)NC(C)c2ccccc2)cc1 (stereo unspecified) | 1551 | 1962
Cc1ccc(Nc2ccc(N3CCN(c4ccc([N+](=O)[O-])cc4)CC3)nn2)cc1 | 1797 | 2082
CCOc1ccc(Br)cc1S(=O)(=O)Nc1ccc(Cl)c(S(=O)(=O)N(CC)c2ccccc2)c1 | 1273 | 1648
O=C(NNC(=O)c1cccc(S(=O)(=O)N2CCN(c3ccccc3)CC2)c1)c1ccc(Cl)cc1 | 1534 | 1739
Nn1c(SCC(=O)N2CCCc3ccccc32)nncc1=O | 1450 | 1352
Cc1ccc(C(=O)NC2(C(Cl)Cl)N=C(c3ccccc3)N=C2N)cc1 (stereo unspecified) | 1515 | 1571
CCSc1nnc2ccc(-c3ccco3)nn12 | 1543 | 2022
O=C(CSc1nnc(-c2ccco2)o1)c1ccccc1Cl | 1546 | 1851
CCOC(=O)C1(Cc2cccc(OC)c2)CCN(Cc2cccc3cnccc23)CC1 | 1540 | 1545

(list continues)
SMILES | SRC3 TRFRET art | SRC1 TRFRET art
Cc1ccc(-c2csc3nc(SCC(=O)N(C)C)n(Cc4ccccc4)c(=O)c23)cc1 | 1671 | 1574
CC(/C=C/c1ccco1)=N/NC(=O)OC(C)(C)C | 1436 | 1704
CC(C)c1ccc(-n2cccc2/C=C2/C(=N)N3C=CSC3=NC2=O)cc1 | 1587 | 1729
COc1ccc(S(=O)(=O)Nc2ccccc2-c2nnn(CC(=O)Nc3ccccc3OC)n2)cc1 | 1584 | 1614
CCN(CC)c1ccc(C(=O)N/N=C(\C)c2cccnc2)cc1 | 1635 | 1850
O=C(CCc1nnc(-c2ccc(-c3ccccc3)cc2)o1)NCCc1ccccn1 | 1595 | 1630
CC(C)NC(=O)c1ccc2c(=O)n(CC3CCCO3)c(=S)[nH]c2c1 (stereo unspecified) | 1576 | 1362
Cc1[nH]n(-c2ccccc2)c(=O)c1C=NC1CCCCCC1 | 1653 | 1840
Cc1cc(NC(=O)C2C3C(=O)N(CC4CCCO4)C(C(=O)NC(C)(C)C)C34C=CC2(C)O4)no1 (stereo unspecified) | 1530 | 1492
C/C(=N\NC(=O)c1cc2c(s1)CCC(C)C2)c1ccncc1 (stereo unspecified) | 1528 | 1714
COc1ccc(C(=O)N/N=C/c2sc3ccccc3c2O)cc1 | 1711 | 2010
OC[C@@H]1CCCN1Cc1nc(-c2cccs2)no1 | 1507 | 1608
Cc1c(-n2c(SCC(C)C)nc3ccccc3c2=O)c(=O)n(-c2ccccc2)n1C | 1570 | 1657
COc1ccc(NC(=S)NCc2ccc3c(c2)OCO3)cc1 | 1673 | 1666
Cc1c(Cl)cccc1NC(=O)c1ccc(OCC(=O)NCc2ccccc2)cc1 | 1363 | 1605
CC(=O)c1ccc(OCc2ccccc2)c(C)c1O | 1635 | 1545
CC(=O)Nc1ccc(Nc2ccc(N3C(=O)CCCC3=O)cc2[N+](=O)[O-])cc1 | 1656 | 1930
CC(=O)Nc1ccc(Nc2c([N+](=O)[O-])cc(S(C)(=O)=O)cc2[N+](=O)[O-])cc1 | 1891 | 2143
O=C(NCc1ccccc1)c1ccccc1-c1nc2ccccc2[nH]1 | 1534 | 1668
CCOc1ccc(N=Cc2c(C)[nH]n(-c3nc4ccccc4[nH]3)c2=O)cc1 | 1422 | 1742

Among those listed so far, seven have an aryl methoxy group.
SMILES | SRC3 TRFRET art | SRC1 TRFRET art
COc1cc(/C=N/NC(=O)CNc2n[nH]c(=O)[nH]c2=O)ccc1O | 1668 | 1708
COc1ccc(C)cc1S(=O)(=O)Nc1ccc2c(c1)OCO2 | 1615 | 1959
COc1ccc2cc(-c3[nH]ncc3CN3C[C@@H]4CCC[C@H]3C4)ccc2c1 | 1811 | 1940
CCOC(=O)C1(Cc2cccc(OC)c2)CCN(Cc2cccc3cnccc23)CC1 | 1540 | 1545
COc1ccc(S(=O)(=O)Nc2ccccc2-c2nnn(CC(=O)Nc3ccccc3OC)n2)cc1 | 1584 | 1614
COc1ccc(C(=O)N/N=C/c2sc3ccccc3c2O)cc1 | 1711 | 2010
COc1ccc(NC(=S)NCc2ccc3c(c2)OCO3)cc1 | 1673 | 1666

Carrying on.
SMILES | SRC3 TRFRET art | SRC1 TRFRET art
Cc1ccc(NC(=S)NCCc2ccc(F)cc2)c(C)c1 | 1562 | 2135
COc1ccc(/C=N/NC(=O)c2ccco2)cc1Cn1nc(C)c([N+](=O)[O-])c1C | 1698 | 1761
O=C(NC1CCCCC1)C(c1ccccc1)N1CCCC1 (stereo unspecified) | 1632 | 1823
N#CC1=C(N)Oc2cc(O)ccc2C1c1ccccc1 (stereo unspecified) | 1849 | 1781
Cc1ccc(N2C(=O)CSC2=S)cc1C | 1486 | 1662
CCN(CC)S(=O)(=O)c1cc(NC(=O)CN2CCN(c3ccccn3)CC2)ccc1C | 1512 | 1520
CC(C)NC(=O)c1ccc(-n2c(=S)[nH]c3ccccc3c2=O)cc1 | 1522 | 1978
COc1ccc(C(=O)c2sc3nc(C)cc(-c4cccs4)c3c2N)cc1OC | 1558 | 2066
Cc1ccccc1C(=O)NC(CC(C)C)C(=O)NN1C(=O)c2ccccc2C1=O (stereo unspecified) | 1409 | 1979
COC(=O)CCCNC(=O)CC1C(=O)NCCN1Cc1ccoc1 (stereo unspecified) | 1674 | 1638
CCCCN1C(=O)C2C3C=CC(C2C1=O)C1C2C(=O)N(CCCC)C(=O)C2C31 (stereo unspecified) | 1374 | 1723
CC1CCCCC1NC(=O)CO/N=C/c1ccc(OC(F)F)cc1 (stereo unspecified) | 1297 | 1773
CCOC(=O)c1c(C)[nH]c(C(=O)CSc2nccc(C)n2)c1C | 1741 | 1970
COc1cc(CC(=O)Nc2nccs2)cc(OC)c1OC | 1540 | 2114
COC(=O)C(NC(C)=O)(Nc1nc2ccc(S(C)(=O)=O)cc2s1)C(F)(F)F (stereo unspecified) | 1685 | 1615
Cc1cc(/C=N/NC(N)=S)c(C)n1-c1cccc(Cl)c1 | 1549 | 1688
CN(C)S(=O)(=O)c1ccc(N2CCCC2)c(C(=O)Nc2nc3ccccc3s2)c1 | 1753 | 1862
COc1ccccc1C(=O)OCc1ccc2sc(C)nc2c1 | 1527 | 1856
O=C(CN1C(=O)C2C3C=CC(C4CC34)C2C1=O)Nc1cnc2ccccc2c1 (stereo unspecified) | 1703 | 1751
CN(C)S(=O)(=O)c1ccc2c(c1)nc(CCC(=O)NCc1ccc(Cl)cc1)n2C | 1713 | 1881

Further entries follow.
SMILES | SRC3 TRFRET art | SRC1 TRFRET art
CC1CCc2c(sc3ncn(CCO)c(=O)c23)C1 (stereo unspecified) | 1671 | 1964
CCCn1nnnc1NC(=O)c1cc(Cl)ccc1Cl | 1696 | 1856
COc1ccc(Nc2nnc(SCC(=O)/C=C3/N(C)c4ccccc4C3(C)C)s2)cc1 | 1843 | 1871
COC(=O)c1c(C)[nH]c(C)c1-c1ccc([N+](=O)[O-])cc1 | 1602 | 1709
Cc1cc(C)c2sc(N(CCCN(C)C)C(=O)c3ccc(Br)s3)nc2c1 | 1702 | 1713
O=C(NCCN1CCOCC1)c1cc(Sc2cccc(Cl)c2)nc2ccccc12 | 1709 | 1781
Cc1cc(=O)[nH]c(/N=C(\N)Nc2ccc(SC(F)F)cc2)n1 | 1613 | 1944
CCOC(=O)c1[nH]c2ccc(C)cc2c1N | 1835 | 2128
CCC(=O)OCC(=O)c1cc(C)n(-c2ccc(Br)cc2)c1C | 1435 | 1869
CCC(CC)c1nnc(NC(=O)C2=NNC(=O)CC2)s1 | 1426 | 1578
CC(=O)Nc1ccc(OS(=O)(=O)c2ccc([N+](=O)[O-])cc2)cc1 | 1377 | 1634
N#Cc1ccc(/C=C/C(=O)c2cccnc2)cc1 | 1447 | 1931
COC(C(=O)NCc1ccccc1C)c1ccccc1 (stereo unspecified) | 1600 | 1797
CCCCCn1c(=O)[nH]c2cc(C(=O)NCCCN(C)Cc3ccccc3)ccc2c1=O | 1590 | 1791
COCCCNC(=O)C1CCC(CNS(=O)(=O)c2ccc(OC)cc2)CC1 (stereo unspecified) | 1667 | 1746
CC(O)CNc1cc(N)c([N+](=O)[O-])cc1[N+](=O)[O-] (stereo unspecified) | 1439 | 1693
COc1ccc(N2CCN(C3CC(=O)N(Cc4ccccc4)C3=O)CC2)cc1 (stereo unspecified) | 1580 | 1872
COc1ccc(/C=N/Nc2nc(N3CCCC3)nc(N3CCCC3)n2)cc1 | 1686 | 1735
O=[N+]([O-])c1ccc(N/N=C/c2ccc(O)c(O)c2O)c(S(=O)(=O)N2CCOCC2)c1 | 1589 | 1875
COc1ccc(-n2cc(C(=O)c3ccc4ccccc4c3O)cn2)cc1 | 1399 | 1898

The results go on:
SMILES | SRC3 TRFRET art | SRC1 TRFRET art
CCOC(=O)c1cnc(-n2nc(C)cc2C)nc1N(CC)CC | 1523 | 1939
CCOc1ccc(/C(O)=C2/C(=O)C(=O)N(CC3CCCO3)C2c2cccs2)cc1 (stereo unspecified) | 1700 | 2081
O=C(Nc1ccc(Cc2ccncc2)cc1)c1ccc(S(=O)(=O)N2CCCC2)cc1 | 1530 | 1973
c1ccc(C(c2ccccc2)c2noc(CN3CCC(c4ccncc4)CC3)n2)cc1 | 1537 | 1598
CSc1nc2[nH]ncc2c(=O)n1-c1ccccc1 | 1540 | 1852
O=C(NN=C1CCCC1)c1ccccc1OCc1ccc(Cl)cc1 | 1612 | 1813
Cc1nn(C)c(C)c1S(=O)(=O)N1CCC(CO)(CC2CCCCO2)CC1 (stereo unspecified) | 1609 | 1661
O=C(COc1cccc2ccccc12)N/N=C/c1ccncc1 | 1778 | 1850
O=C(COc1ccc([N+](=O)[O-])cc1)Nc1ccccc1N1CCCC1 | 1593 | 1600
COC(=O)c1ccc(COC(=O)c2nn(C)c(=O)c3ccccc23)cc1 | 1658 | 1887
O=C(Cn1cc2c(n1)CCCCC2)NCCCN1CCOCC1 | 1653 | 1981
O=C(Nc1cc(C(F)(F)F)ccc1Cl)c1ccncc1 | 1626 | 1663
Cc1ccccc1C(=O)Nc1ccc2c(C#N)c3nc4ccccc4nc3n2c1 | 1544 | 1981
CNc1ccc(C(=O)c2ccccc2C(=O)O)cc1[N+](=O)[O-] | 1556 | 1615
CCN(CC)S(=O)(=O)c1ccc(C(=O)OCCN2C(=O)c3cccc4c(N5CCOCC5)ccc(c34)C2=O)cc1 | 1704 | 1680
FC(F)(F)c1cccc(-c2nn[nH]n2)c1 | 1636 | 1899
CCCS(=O)(=O)NCCc1cc2ccc(OC)cc2[nH]c1=O | 1407 | 1536
CCCCNC(=O)C1CC(=O)N(CCc2ccccc2)C1 (stereo unspecified) | 1595 | 1671
CC(NC(=O)Nc1ccc(Cl)cc1)C1CCCO1 (stereo unspecified) | 1520 | 1743
O=C(Nc1ccccc1)Nc1c(F)cccc1F | 1213 | 1841

Continuation:
SMILES | SRC3 TRFRET art | SRC1 TRFRET art
Nc1nnc(SCC(=O)NN2C(=O)NC3(CCCCC3)C2=O)s1 | 1795 | 1897
COc1cccc(/C=N/NC(=O)c2ccc(CN3c4cccc5cccc(c45)S3(=O)=O)cc2)c1 | 1708 | 1663
Cc1ccc(C)c(NC(=O)Cc2nc(CCl)cs2)c1 | 1451 | 1823
CC(C)OCCCn1c(SCC(=O)N2CCc3ccccc32)nc2ccccc2c1=O | 1490 | 1738
CCC1CCCCN1C(=O)COc1c(Br)cc(Br)c2cccnc12 (stereo unspecified) | 1732 | 1983
Cc1cccc(OCC(=O)N2CCN(S(C)(=O)=O)CC2)c1 | 1663 | 1967
Cc1ccc(S(=O)(=O)NNc2nnc(C)c(=O)[nH]2)cc1 | 1587 | 1956
CCSCc1nnc(SCC(=O)Nc2cc(F)ccc2C)n1C | 1576 | 2025
COCCN1C(=O)/C(=C/c2ccc(N3CCCC3)cc2C)SC1=S | 1416 | 1694
COc1ccc(N2C(=O)C(CC(=O)Nc3ccccc3)N(Cc3ccc(OC)c(OC)c3)C2=O)cc1 (stereo unspecified) | 1600 | 1660
COc1ccccc1-n1c(C)cc(/C=C2/C(=N)N3C(=NC2=O)SN=C3S(C)(=O)=O)c1C | 1483 | 1492
Cc1ccc(C(c2nnnn2C2CCCC2)N2CCc3ccccc32)cc1 (stereo unspecified) | 1599 | 1678
Cc1ccc(-n2c(C)cc(C(=O)CN3CCOCC3)c2C)cc1C | 1930 | 1788
CCCCc1nc2ccccc2c(=O)n1NC(=O)c1c(O)c2c(n(CC(C)C)c1=O)CCCC2 | 1447 | 1954
C=CCn1c(NS(=O)(=O)c2ccccc2)c(S(=O)(=O)c2ccc(C)cc2)c2nc3ccccc3nc21 | 1561 | 1803
CC(=O)c1c(C)[nH]c(C(=O)OCC(=O)N2CC(=O)Nc3ccccc32)c1C | 1445 | 1838
COc1nc(Nc2ccc([N+](=O)[O-])cc2)nc(NC(C)C)n1 | 1683 | 1788
CCn1c(C)nc2cc(C(=O)NNC(=O)Nc3cccc(Cl)c3)ccc21 | 1752 | 1604
Cc1ccccc1-c1nnc(NC(=O)c2cc3ccccc3oc2=O)s1 | 1594 | 1700
Cc1cc(C)cc(-n2cccc2/C=C2/C(=N)N3C(=NC2=O)SN=C3S(C)(=O)=O)c1 | 1732 | 1858

This is a subset (hit frequency here may not be typical).
